Screens as filed in PubChem.
Mtb BioA inh: BioA (M. tuberculosis) enzyme inhibition. inhibition, % at 9.99 µM. 360,000 tested, 0.096% active. purified M. tuberculosis BioA enzyme, plate reader. AID 602481; in the data active = inhibition above about 40%; inconclusive = no clear call, values can overlap the other calls
Rv3671c protease: Rv3671c (M. tuberculosis) protease inhibition | P9WHR9 | inhibition, % at 5.96 µM | 320,000 tested, 0.048% active | AID 2606; in the data active = inhibition above about 38%;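 also: extracellular domain of Rv3671c used as enzyme; 0% = enzyme with DMSO and 100% = no enzyme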
FadD28 binding: inhibitors of Mycobacterium tuberculosis FadD28 bisubstrate binding; FadD28 bisubstrate probe binding, fluorescence polarization; AID 588549; inhibition, % at 12.5 µM; 360,000 tested, 0.22% active; in the data active = inhibition above about 8.5%, passing the limit was not always enough; inconclusive = no clear call, values can overlap the other calls
Mtb UGM inh: blocks M. tuberculosis UGM enzyme. purified UGM, fluorescence polarization probe displacement. 320,000 tested, 0.06% active. inhibition, % at 10 µM. P9WIQ1. AID 504406; in the data active = inhibition above about 10%, passing the limit was not always enough; inconclusive = no clear call, values can overlap the other calls
Target sequence (P9WIQ1 whole entry, looked up): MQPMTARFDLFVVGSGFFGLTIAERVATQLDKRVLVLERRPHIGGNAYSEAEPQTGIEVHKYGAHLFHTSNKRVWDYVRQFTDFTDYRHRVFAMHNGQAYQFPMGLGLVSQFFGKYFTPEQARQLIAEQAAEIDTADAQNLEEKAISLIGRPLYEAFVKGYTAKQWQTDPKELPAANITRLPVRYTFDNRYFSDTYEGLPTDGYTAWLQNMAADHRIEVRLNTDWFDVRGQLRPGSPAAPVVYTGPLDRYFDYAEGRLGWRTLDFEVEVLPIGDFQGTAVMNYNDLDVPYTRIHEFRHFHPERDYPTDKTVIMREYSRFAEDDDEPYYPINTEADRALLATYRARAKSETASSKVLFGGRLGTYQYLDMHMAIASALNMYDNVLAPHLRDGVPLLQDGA
CCHF vOTU inh: CCHFV vOTU protease inhibition; Pep-AMC fluorescence; inhibition, % at 11.5 µM; 370,000 tested, 0.55% active; also: 0% = vehicle wells with enzyme and 100% = no enzyme wells
VHR inh abs: inhibitors of human VHR1 phosphatase (DUSP3); P51452; inhibition, % at 13.3 µM; recombinant VHR phosphatase, pNPP absorbance; 290,000 tested, 0.52% active; in the data active = inhibition above about 50%; also: some compounds called inactive have numbers as strong as hits
Target sequence (P51452 whole entry, looked up): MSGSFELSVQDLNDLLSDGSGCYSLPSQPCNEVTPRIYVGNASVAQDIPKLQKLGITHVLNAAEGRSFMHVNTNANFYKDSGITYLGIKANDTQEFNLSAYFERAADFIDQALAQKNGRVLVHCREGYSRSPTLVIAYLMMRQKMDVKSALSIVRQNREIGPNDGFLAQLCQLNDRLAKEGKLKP
GDH-TPI inh: GDH-TPI coupled enzyme inhibition counter-screen | GDH-TPI coupled enzyme counterscreen, NADH absorbance | inhibition, % at 4.8 µM | 360,000 tested, 1.2% active;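 also: 0% = DMSO wells and 100% = wells lacking the enzyme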
Mtb FBA inh: Mtb fructose-bisphosphate aldolase inhibition | P9WQA3 | purified M. tuberculosis FBA, fluorescence read-out | inhibition, % at 1 µM | 360,000 tested, 2.3% active | AID 588726; in the data active = inhibition above about 27%;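 also: 0% = vehicle and 100% = reference inhibitor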
Target sequence (P9WQA3 whole entry, looked up): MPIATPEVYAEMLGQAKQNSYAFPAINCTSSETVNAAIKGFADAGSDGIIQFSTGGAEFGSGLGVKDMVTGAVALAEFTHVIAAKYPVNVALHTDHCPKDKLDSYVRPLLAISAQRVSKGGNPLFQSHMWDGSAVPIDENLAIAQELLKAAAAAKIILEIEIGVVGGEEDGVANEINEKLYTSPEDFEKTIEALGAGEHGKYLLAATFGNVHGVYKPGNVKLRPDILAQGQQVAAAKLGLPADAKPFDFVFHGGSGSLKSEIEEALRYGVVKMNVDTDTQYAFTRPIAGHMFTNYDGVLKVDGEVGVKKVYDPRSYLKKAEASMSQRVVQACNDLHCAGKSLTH
MazEF act: activators of E. coli MazEF toxin-antitoxin RNase | P0AE70 | FAM/BHQ RNA-DNA oligo cleavage fluorescence, 5 h | activation, % at 20 µM | 350,000 tested, 0.32% active; in the data active = activation above about 50%
Target sequence (P0AE70 whole entry, looked up): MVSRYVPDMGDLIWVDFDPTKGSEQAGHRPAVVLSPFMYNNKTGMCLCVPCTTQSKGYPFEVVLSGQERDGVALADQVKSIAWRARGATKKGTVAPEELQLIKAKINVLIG
BoNT-F LC inh: blocks Botulinum neurotoxin F light chain protease; Multiplex microsphere protease cleavage assay, flow cytometry; inhibition, % at 10 µM; 360,000 tested, 0.22% active; in the data active = inhibition above about 35%, passing the limit was not always enough; inconclusive = no clear call, values can overlap the other calls; also: plate controls were buffer without enzyme for full effect and enzyme alone for no effect
Active calls of the source: *; u = inconclusive; x = not tested or not shown. Rule as the data show it, unless noted: active = inhibition above about 30%; inactive = the rest.

SMILES | Mtb BioA inh | Rv3671c protease | FadD28 binding | Mtb UGM inh | CCHF vOTU inh | VHR inh abs | GDH-TPI inh | Mtb FBA inh | MazEF act | BoNT-F LC inh
O=C(COCc1cc(-c2ccc3c(c2)OCO3)on1)Nc1cccnc1 | 0.7 | 6 | -3.4 | -2.4 | -13 | -15 | -7 | -2 | 13 | 2
CN(C(=O)c1ccccc1C(=O)OCC(=O)NCc1ccccc1)C1CCCCC1 | x | 7 | 0.4 | -1.9 | -1 | 0 | 10 | -1 | -3 | -6
Cc1sc2nc(C3CC3)nc(N3CCN(C(=O)c4ccc(F)cc4)CC3)c2c1C | 0.2 | 1 | -0.6 | 1.3 | 10 | -20 | -3 | 0 | 0 | -8
CCCCN1CC[C@H]2C=CC[C@@H](C(=O)NCCc3ccccc3)[C@H]2C1=O | -1.0 | 2 | -0.7 | -2.6 | -3 | x | 8 | -1 | 7 | -6
CCN(CC)S(=O)(=O)c1ccc(/C(O)=C(\C#N)c2nc3ccccc3n2C)cc1 | x | -9 | 2.9 | 1.6 | -7 | -2 | 39* | 2 | -3 | -12
Cc1cc(C(C)(C)C)cc(S(=O)(=O)NCCO)c1C | 0.4 | 2 | -0.5 | 0.9 | -3 | -4 | 1 | -1 | -5 | 2
CCN(CC)CCN(C(=O)c1ccc(N2C(=O)CCC2=O)cc1)c1nc2cc3c(cc2s1)OCCO3 | x | -6 | -3.8 | -0.4 | 5 | 24 | 8 | -2 | 5 | -16
COc1ccc(N2CCN(C(=O)CCc3c[nH]c4ccccc34)CC2)cc1 | x | 6 | -2.8 | -1.0 | 11 | 28 | -7 | 2 | 1 | -6
CCn1cc(CNC(=O)c2cc(-c3cc(OC)ccc3OC)nc3ccccc23)c(C)n1 | x | 5 | -2.9 | 0.6 | -17 | -2 | 11 | -1 | -5 | -7
COc1cc(/C=C/C(=O)N2CCC=CC2=O)cc(OC)c1OC | 1.8 | -3 | -0.9 | -2.6 | 5 | x | 35* | 3 | -3 | 3
CC1(C)N=C(N)N=C(N)N1c1ccc(F)cc1F | 0.3 | 5 | -2.9 | -2.4 | 4 | 5 | -1 | 2 | 12 | -11
CCc1nonc1NC(=O)c1oc2cc(Br)ccc2c1C | -2.9 | 1 | -2.6 | 2.2 | -3 | -4 | 12 | 3 | 3 | 6
CC1C=CC=CC=CC=CC=CC=CC=CC(OC2OC(C)C(O)C(N)C2O)CC2OC(O)(CC(O)CC(O)C(O)CCC(O)CC(O)CC(=O)OC(C)C(C)C1O)CC(O)C2C(=O)O (stereo not drawn) | x | x | 0.4 | x | x | x | 16 | 5 | -7 | 6
COc1ccc(/C=C2/SC(=S)N(CCCC(=O)N3CCN(C)CC3)C2=O)cc1 | 1.6 | -1 | 0.1 | -0.4 | 16 | 6 | 11 | -2 | 2 | -9
COc1ccc(C2C(C(C)=O)=C(O)C(=O)N2c2cccnc2)cc1OC (stereo not drawn) | x | -5 | -3.1 | 1.1 | 16 | 16 | 10 | -3 | 3 | 5
CCCCCC(O)(c1ccccc1)C(CN1CCOCC1)c1ccccc1 (stereo not drawn) | 9.9 | x | -0.6 | -2.1 | 13 | -2 | -1 | -1 | -6 | -11
Cc1noc(NS(=O)(=O)c2ccc(NC(=O)c3ccccc3NS(=O)(=O)c3ccc(F)c(F)c3)cc2)c1C | 8.7 | x | 1.8 | x | 20 | x | 9 | 6 | -1 | -6
COc1cccc(/C=N/c2nc3ccccc3[nH]2)c1O | 0.3 | 6 | 1.7 | 1.0 | 10 | 21 | 19 | 2 | 3 | x
CC(C)/C=N\NC(=O)CCCCC(=O)N/N=C/C(C)C | x | 5 | -0.9 | -0.3 | 1 | 3 | -1 | 3 | 6 | -3
CSc1nsc(SCC(=O)Nc2ccc(Br)cn2)n1 | -0.9 | -2 | -1.6 | -4.3 | 4 | 17 | -1 | 3 | 2 | -19
CC(=O)NC(CC(=O)OCC(=O)NCCc1ccccc1)c1ccccc1 (stereo not drawn) | -1.9 | -5 | 1.0 | 1.0 | -7 | x | 5 | 5 | 3 | u
Cc1ccc(C)c(-c2nnc(NC(=O)CCS(=O)(=O)c3ccccc3)o2)c1 | x | 6 | -0.9 | 1.5 | 2 | x | 4 | -1 | 2 | 5
O=C(Nc1cccn(Cc2ccc(F)cc2)c1=O)NC1CCCCC1 | 2.4 | 3 | -5.9 | -1.1 | -2 | 8 | -3 | 18 | 8 | 8
Cc1cccc(N(C)C(=O)c2cc(S(=O)(=O)N3CCCC3)cn2C)c1 | -0.3 | -1 | -3.1 | 2.3 | -6 | 29 | -8 | -2 | 3 | -10
COc1ccccc1CC(=O)N1CCCC(CCC(=O)NCc2ccccc2F)C1 (stereo not drawn) | 0.1 | 2 | -1.1 | -2.1 | 6 | 8 | 0 | -1 | -1 | 1
COC(C/C=C/[C@H](O)COCc1ccccc1)OC | 0.7 | x | 1.2 | x | -3 | 34 | -7 | 2 | -2 | -10
Cc1ccccc1Cn1cc(CCC(=O)N2CCOCC2)c2ccccc21 | x | -1 | -1.2 | 0.5 | -3 | -8 | 4 | 0 | 2 | -8
Cc1ccccc1NC(=O)Cc1cccs1 | -1.2 | -3 | 0.8 | 3.7 | -1 | 1 | 8 | 0 | -1 | 17
O=C(NCc1ccccc1)c1cccn(Cc2ccccc2)c1=O | 1.5 | 4 | -2.0 | -1.7 | -18 | x | 6 | 24 | -5 | 8
COc1ccc(/C=N/NC(=O)Nc2cccc3nsnc23)cc1OC | x | -8 | -3.0 | -2.1 | -5 | 2 | 3 | -2 | 7 | -4
Cc1ccc(C(=O)Nc2ccncc2)c(C)c1 | 0.7 | 0 | -2.1 | -1.4 | -2 | -46 | 1 | -1 | 6 | 6
COc1ccc(CNC(=O)C2CCCN2C(=O)NC2CCCCC2)cc1 (stereo not drawn) | -0.2 | 0 | -1.5 | 2.8 | -9 | 7 | 10 | -1 | -2 | -2
COc1ccc(CN(C)C(=O)C2CC(=O)N(c3ccc4c(c3)OCCO4)C2)c(OC)c1 (stereo not drawn) | 0.1 | -12 | -0.7 | 2.2 | 8 | x | 6 | 2 | 3 | -2
CCCn1c(CCc2ccccc2)n[nH]c1=S | x | 3 | -0.1 | -0.6 | -7 | -4 | -1 | -1 | -9 | -3
COc1ccccc1C(=O)N/C(=C/c1ccc(Br)cc1)C(=O)NCCO | 0.0 | 2 | -1.3 | -0.1 | -7 | -4 | 15 | 3 | 9 | -12
CC(=O)NCCc1nc2ccccc2n1Cc1cc(C)ccc1C | -0.1 | 7 | -2.9 | -0.2 | -4 | 24 | -8 | 0 | 7 | -6
Cc1cccc2cc(CN(CC3CCCO3)C(=O)c3ccco3)c(=O)[nH]c12 (stereo not drawn) | -0.5 | -5 | -0.8 | 2.1 | 9 | 19 | 6 | 1 | 2 | 8
Cn1c(SCC(=O)NC2CCCCC2)nnc1-c1ccccc1F | 0.4 | -7 | x | -0.3 | 11 | 12 | 4 | 4 | 6 | -1
CCc1ccc(N(C(=O)c2csnn2)C(C(=O)NC(C)(C)CC)c2ccccn2)cc1 (stereo not drawn) | x | -2 | -3.7 | 5.1 | -1 | 19 | -5 | 1 | 5 | -5
COC(=O)COc1ccc(S(=O)(=O)NCCC2=CCCCC2)cc1C | x | -2 | -2.2 | 2.2 | 3 | -8 | -9 | -2 | -7 | -9
CCc1cc(=O)oc2cc(C)cc(OC(=O)c3ccco3)c12 | 0.2 | 58* | -1.1 | 1.6 | 0 | 0 | 3 | 0 | 5 | 14
CC(=O)c1ccc(N2CCN(C(C)C(=O)Nc3ccc4c(c3)OCCO4)CC2)cc1 (stereo not drawn) | 28 | 8 | -2.4 | 1.8 | 4 | x | 21 | 2 | 0 | -6
Cc1ccc(Cl)cc1NC(=O)CC(O)(C(F)(F)F)C(F)(F)F | 0.3 | -18 | -2.3 | -2.0 | -8 | 6 | 13 | 0 | -2 | 3
O=c1[nH]c(-c2ccc(Cl)cc2)cs1 | x | -1 | 0.9 | -1.0 | 2 | 13 | 9 | 1 | 2 | -3
CC(=O)c1cccc(-n2nnnc2SCC(=O)NNC(=O)C2CCCCC2)c1 | x | -6 | 1.0 | 1.2 | -9 | 14 | 0 | 4 | 0 | -3
COc1ccc(C(C)=O)cc1CS(=O)(=O)CC(=O)NCCc1c[nH]c2ccccc12 | 8.4 | 2 | 0.2 | -0.7 | 1 | x | 6 | 5 | -2 | -5
COc1ccc(NC(=O)CN(C)C(=O)CCc2nc3cc(S(=O)(=O)N4CCOCC4)ccc3n2C)cc1 | -0.4 | 4 | 0.2 | -0.3 | -3 | x | -2 | 0 | -5 | 0
Cn1c(C(=O)O)c(CC(=O)Nc2ccc3c(c2)OCCO3)c2ccccc21 | 0.6 | -1 | -0.8 | 1.9 | 11 | 26 | -8 | 0 | 4 | -13
C=CCn1c(-c2ccc(OC)cc2)csc1=Nc1c(C)n(C)n(-c2ccccc2)c1=O | -0.7 | -7 | -4.6 | 0.5 | 15 | 4 | -2 | -1 | -1 | -13
O=C1/C(=C/c2cccc(Cl)c2)CSc2sccc21 | x | 2 | -1.3 | -2.2 | -10 | 32 | 20 | -5 | 5 | u
CC1CCN(C2=NC(=O)/C(=C/c3ccc(O)cc3)S2)CC1 | 0.1 | 0 | -2.8 | 0.4 | 15 | 21 | 26 | -4 | 6 | u
CCC1=C(OC(=O)c2ccccc2)C(C)(C)C(c2ccccc2)OC1=O (stereo not drawn) | -2.1 | -1 | -1.5 | 0.3 | 6 | 8 | 8 | 2 | 3 | -7
Cc1ccc(S(=O)(=O)N2CCC3(CC2)CC(=O)c2ccccc2O3)cc1 | 3.0 | 5 | -2.3 | -0.4 | -5 | x | 2 | 9 | 0 | -10
C#CCOCCOCCOCCNc1nc(N2CCN(C(=O)CCCCCCCCCCNC(=O)[C@@H](CCC(=O)O)n3cc(CCCCCN)nn3)CC2)nc(N2CCN(C(=O)CCCCCCCCCCNC(=O)[C@H](CO)n3cc(CCCCCN)nn3)CC2)n1 | 1.7 | -3 | -4.2 | -1.3 | x | x | 2 | 0 | -4 | -47
COc1ccc(-c2csc(C3=C(O)CN(Cc4ccc(Cl)cc4)C3=N)n2)cc1OC | 0.6 | 1 | 0.8 | 1.3 | -10 | 6 | 4 | -1 | 3 | 4

Part of the list above in order of heavy-atom count, lowest first.
SMILES | Mtb BioA inh | Rv3671c protease | FadD28 binding | Mtb UGM inh | CCHF vOTU inh | VHR inh abs | GDH-TPI inh | Mtb FBA inh | MazEF act | BoNT-F LC inh
O=C1/C(=C/c2cccc(Cl)c2)CSc2sccc21 | x | 2 | -1.3 | -2.2 | -10 | 32 | 20 | -5 | 5 | u
CC1CCN(C2=NC(=O)/C(=C/c3ccc(O)cc3)S2)CC1 | 0.1 | 0 | -2.8 | 0.4 | 15 | 21 | 26 | -4 | 6 | u
Cn1c(C(=O)O)c(CC(=O)Nc2ccc3c(c2)OCCO3)c2ccccc21 | 0.6 | -1 | -0.8 | 1.9 | 11 | 26 | -8 | 0 | 4 | -13
CC(=O)c1cccc(-n2nnnc2SCC(=O)NNC(=O)C2CCCCC2)c1 | x | -6 | 1.0 | 1.2 | -9 | 14 | 0 | 4 | 0 | -3
COc1ccc(-c2csc(C3=C(O)CN(Cc4ccc(Cl)cc4)C3=N)n2)cc1OC | 0.6 | 1 | 0.8 | 1.3 | -10 | 6 | 4 | -1 | 3 | 4
C=CCn1c(-c2ccc(OC)cc2)csc1=Nc1c(C)n(C)n(-c2ccccc2)c1=O | -0.7 | -7 | -4.6 | 0.5 | 15 | 4 | -2 | -1 | -1 | -13
COc1ccc(NC(=O)CN(C)C(=O)CCc2nc3cc(S(=O)(=O)N4CCOCC4)ccc3n2C)cc1 | -0.4 | 4 | 0.2 | -0.3 | -3 | x | -2 | 0 | -5 | 0
C#CCOCCOCCOCCNc1nc(N2CCN(C(=O)CCCCCCCCCCNC(=O)[C@@H](CCC(=O)O)n3cc(CCCCCN)nn3)CC2)nc(N2CCN(C(=O)CCCCCCCCCCNC(=O)[C@H](CO)n3cc(CCCCCN)nn3)CC2)n1 | 1.7 | -3 | -4.2 | -1.3 | x | x | 2 | 0 | -4 | -47

Not a hit list. About 4.9% of those tested had a hit in this group.
